NR3A LBD binder = modulators (binders) of human NR3A ligand-binding domain; AID 1259313; NR3A LBD differential scanning fluorimetry, Tm shift; 0% = protein alone, 100% = glycine-bound protein; hit rate 2.5% among 340,000; Tm shift relative to glycine control, % at 25 µM;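 active means melting temperature shift of at least 10% of the positive control shift, at one fixed dose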
tim10-1 inh = tim10-1 yeast growth inhibition. AID 463190. inhibition, % at 20 µM. hit rate 2.2% among 330,000. S. cerevisiae tim10-1 ts strain growth, BacTiter-Glo, 24 h;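 active means inhibition of at least 40%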;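 further: mutant grown at 25 °C; 0% = DMSO wells with yeast and 100% = wells holding no yeast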
beta cell repl = MIN6 beta-cell proliferation induction. MIN6 cells proliferation, ATPlite luminescence, 48 h; cells starved in 0.2% serum; 100% = growth in 10% serum. proliferation, % at 10 µM. hit rate 0.29% among 330,000. AID 2380;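 active means compounds whose signal lies at least 3.5 SD above the mean of all wells on their plate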;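 further: 0% = DMSO-treated cells in low-serum medium and 100% = 10% serum control; some compounds called inactive have numbers as strong as hits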
APJ agonist = agonists of human APJ apelin receptor; P35414; CHO-K1 APJ PathHunter beta-arrestin, luminescence; 0% DMSO wells, 100% apelin; activation, % at 20 µM; hit rate 0.11% among 330,000;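 active means activation more than six SD over the plate average, tested at 20 µM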;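 further: 0% = DMSO alone and 100% = apelin-13 at 10 nM; some results filed as inactive read as strong as hits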
Target sequence (P35414 whole entry, looked up): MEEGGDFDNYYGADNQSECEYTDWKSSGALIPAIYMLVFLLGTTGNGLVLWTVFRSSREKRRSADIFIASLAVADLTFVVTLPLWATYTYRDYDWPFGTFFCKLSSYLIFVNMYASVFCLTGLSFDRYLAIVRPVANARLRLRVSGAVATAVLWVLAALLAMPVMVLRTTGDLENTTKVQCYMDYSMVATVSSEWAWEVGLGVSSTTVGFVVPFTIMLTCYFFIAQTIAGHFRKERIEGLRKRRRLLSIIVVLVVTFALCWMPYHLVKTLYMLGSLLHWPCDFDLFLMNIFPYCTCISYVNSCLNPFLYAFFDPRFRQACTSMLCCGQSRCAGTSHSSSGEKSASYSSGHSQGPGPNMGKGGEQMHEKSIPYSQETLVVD
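Material: CHO-K1 APJ beta-arrestin complementation cell line; Input: cell density 1000 per well; Incubation: compound stimulation 90 min at 25 °C, detection 60 min; Signal: luminescence from split beta-galactosidase complementation, Galacton Star/Emerald II substrate; Controls: DMSO-only wells as negative, 10 nM Apelin-13 as positive control.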
APJ antagonist = APJ receptor antagonism | P35414 | CHO-K1 APJ beta-arrestin complementation, luminescence | inhibition, % at 20 µM | hit rate 0.32% among 330,000 | AID 2521;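 active means inhibition above about 40% at 20 µM, limit read from the data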;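 further: cells challenged with 10 nM apelin-13 agonist together with compound; plate controls were apelin-13 plus DMSO wells for no effect and DMSO wells lacking apelin-13 for full effect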
MPTP inh = permeability transition pore inhibition; AID 602449; isolated mouse mitochondria, Ca2+ swelling absorbance, 30 min; inhibition, % at 10 µM; hit rate 1.4% among 360,000;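 active means inhibition of 50% or more, scaled per plate between neutral and stimulator controls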;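 further: 0% = DMSO wells given calcium and 100% = 1 mM EGTA wells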
TIM10 inh = inhibits growth of TIM10 yeast strain. S. cerevisiae TIM10 strain growth, BacTiter-Glo luminescence, 24 h. inhibition, % at 10 µM. hit rate 1.4% among 330,000. AID 463195;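 active means inhibition of 40% or more at the single tested concentration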;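 further: wild-type TIM10 isogenic control strain grown at permissive 25 °C; 0% = DMSO yeast wells and 100% = minimal medium wells without yeast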
tim23-1 inh = tim23-1 yeast growth inhibition. S. cerevisiae tim23-1 growth, BacTiter-Glo luminescence, 24 h. hit rate 1.3% among 330,000. inhibition, % at 20 µM. AID 463212;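 active means growth inhibition of the mutant yeast at or above 50%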;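 further: temperature-sensitive mutant grown at 25 °C; plate controls were DMSO-treated mutant yeast for no effect and medium wells lacking yeast for full effect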
NALP3 yeast inh = inhibitors of NALP3 inflammasome in yeast. hit rate 0.39% among 330,000. Yeast reconstituted NLRP3/ASC/caspase-1, beta-gal luminescence, 24 h. AID 2825. inhibition, % at 10 µM;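 active means inhibition of 50% or more; inactive means inhibition below 50%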;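 further: plate controls were induced DMSO wells for no effect and uninduced yeast grown without galactose for full effect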
Active calls of the source: *.

SMILES | NR3A LBD binder | tim10-1 inh | beta cell repl | APJ agonist | APJ antagonist | MPTP inh | TIM10 inh | tim23-1 inh | NALP3 yeast inh
O=C(CCC(=O)c1ccccc1)Nc1ccc(C(=O)O)cc1 | 1 | 16 | 1 | -2 | -3 | -0.5 | -4 | 7 | 29
O=C(N/N=C/c1cccnc1)c1ccc([N+](=O)[O-])cc1 | -1 | -13 | -3 | 3 | -23 | -4.5 | -1 | 15 | 15
COc1ccccc1N1CCN(C(=O)c2cccc(N3C(=O)C4C5C=CC(C5)C4C3=O)c2)CC1 (stereo not drawn) | -2 | 17 | 5 | -5 | -10 | 1.1 | 0 | 13 | 5
Cc1ccc(C)c(NC(=O)CN(C)C(=O)CSCc2c(C)noc2C)c1 | 1 | -15 | -1 | 4 | 16 | 0.0 | 2 | 10 | 22
COc1ccc(/C=N/NS(C)(=O)=O)c(OC)c1 | 0 | -12 | 2 | -2 | 7 | 0.2 | 12 | 6 | 11
COc1cccc(C(=O)OCn2nnc3ccccc3c2=O)c1OC | -3 | 25 | 2 | -7 | 14 | -0.8 | 2 | 35 | 20
Cc1cccc(C(CC(=O)NCCc2ccccc2)c2ccccc2)c1O (stereo not drawn) | -5 | 8 | -2 | -4 | 16 | 1.7 | 2 | 22 | 12
CCn1c(-c2nn(-c3ccc(C)cc3)ccc2=O)n[nH]c1=S | 0 | 5 | -2 | -4 | 0 | -1.2 | -5 | -2 | 0
CCn1c(O)c(C=NCCN2CCOCC2)sc1=S | 0 | 0 | -3 | -1 | 9 | -2.3 | -4 | 10 | 13
COc1ccc(NC(=O)Cn2c(=O)cnc3ccccc32)cc1S(=O)(=O)N1CCCCC1 | 0 | -9 | 0 | -2 | 23 | -3.1 | -4 | -2 | 11
COc1ccc(NC(=O)CSc2nc(=O)n(CCN3CCOCC3)c3c2CCC3)cc1 | 1 | 2 | -2 | 1 | -50 | 0.5 | 18 | 16 | 12
O=CN/N=C/c1c(O)ccc2ccccc12 | 2 | 12 | -5 | -2 | -11 | 0.7 | 12 | 10 | 16
COc1cccc(NC(=O)Nc2nccc(C)n2)c1 | -1 | 7 | -5 | -7 | 3 | 0.7 | 9 | 13 | 8
Cc1cc(C)c(S(=O)(=O)c2ccccc2)c(N(C)C)n1 | 0 | 19 | -2 | -3 | -31 | 0.3 | -5 | 11 | 7
COc1cc2c3nnc(-c4ccc(F)cc4)c-3cn(Cc3ccc(F)cc3)c2cc1OC | -17 | 7 | -7 | 4 | 27 | 3.0 | 1 | 17 | 10
O=C(Cc1c(O)c2ccccc2[nH]c1=O)OC1CCCCC1 | -3 | -17 | -3 | -2 | -19 | 6.0 | -16 | -12 | 12
Cc1cccn2c(CNCC3OCCc4ccccc43)c(C(=O)N3CCCCC3)nc12 (stereo not drawn) | -4 | 22 | -2 | 0 | 1 | 2.4 | 20 | 1 | -15
COC(=O)c1c(NC(=O)CC2Nc3cc(C)c(C)cc3NC2=O)sc(C)c1C (stereo not drawn) | -8 | -2 | -1 | -8 | 7 | -1.1 | 12 | 5 | -24
COc1ccc(NC(=O)CSCc2cc(=O)n3c(C)csc3n2)cc1 | 1 | 5 | -3 | -2 | -13 | -1.3 | -8 | 8 | 8
O=c1cc[nH]c2cccc(Cc3ccccc3)c12 | 0 | 31 | -1 | 0 | -6 | 4.3 | 14 | 21 | -3
CC(=O)Nc1nc(COc2ccccc2)cs1 | 0 | 2 | -2 | -2 | -16 | -2.0 | 0 | 20 | 16
COc1ccc2nc(SC)cc(C)c2c1 | 7 | 8 | 0 | 0 | 7 | 1.8 | 3 | -14 | 3
CCCn1c(N)c(C(=O)CSc2nnc(C3CC3)n2-c2ccccc2)c(=O)[nH]c1=O | 1 | 6 | -2 | 0 | 2 | -0.3 | 0 | 11 | 14
Cc1nc2nc(-c3cccs3)cn2nc1C | -4 | 14 | -3 | 0 | -2 | -0.9 | -17 | 10 | 4
Cc1nc2c(-c3ccc(F)cc3)cnn2c(N)c1-c1ccc(F)cc1 | 8 | 20 | -4 | 0 | 10 | -1.8 | 31 | 33 | 17
CC(=O)c1ccc(Nc2c([N+](=O)[O-])ccc3nonc23)cc1 | 1 | 0 | -1 | -1 | -1 | -0.2 | 8 | 10 | 12
CCCCn1c(=S)[nH]c2ncccc2c1=O | 0 | -7 | 1 | 7 | 1 | 1.5 | 11 | 9 | -19
CCOc1ccccc1NS(=O)(=O)c1c(C)noc1C | -1 | 7 | -1 | 1 | 15 | -1.2 | 21 | 7 | 6
O=C(COC(=O)c1c[nH]c2ccccc12)NC1CCCC1 | 4 | 0 | 0 | -5 | 17 | -1.0 | 6 | -19 | 10
O=C(c1cccc([N+](=O)[O-])c1)N1CCN(Cc2ccccc2)CC1 | 2 | 2 | -1 | -3 | -1 | 0.8 | 2 | 10 | 11
CC1(C)CC(=O)C2=C(C1)N(c1cccnc1)C(N)=C(C#N)C2c1cccs1 (stereo not drawn) | 8 | 40* | 0 | 1 | 2 | -0.6 | -1 | 22 | -5
COc1ccc(S(=O)(=O)NC(C)C(=O)NCCN2CCOCC2)cc1Cl (stereo not drawn) | 4 | -2 | 0 | -2 | 20 | -0.1 | 2 | 3 | -12
COc1ccccc1C(=O)NC(=O)COC(=O)c1ccco1 | 1 | 6 | 4 | -3 | 10 | -0.6 | 8 | 1 | 10
O=C(NCc1ccc(OC(F)(F)F)cc1)C12CN(Cc3ccccc3)CC1C(c1cccc([N+](=O)[O-])c1)=NO2 (stereo not drawn) | -2 | -3 | -4 | -6 | 5 | 1.4 | 1 | 7 | 20
COc1ccc(CCNC(=O)C2CCN(C(=O)NC3CCCCC3)CC2)cc1 | -1 | 16 | 1 | 4 | 3 | -0.3 | 1 | 20 | -11
CC(C)CNC(=O)c1cc(-c2ccc(Br)cc2)on1 | 0 | 14 | -3 | -4 | 11 | 1.9 | 2 | 5 | 7
CC(C)(C)n1nnnc1CN(Cc1cccnc1)Cc1ccccc1Cl | 2 | 19 | 6 | -4 | 5 | -1.6 | 31 | 35 | -7
O=C(NCc1ccc(S(=O)(=O)NC2CCCCC2)s1)c1ccccc1 | -1 | 4 | -1 | -2 | -15 | 1.0 | -15 | -1 | 5
Cn1cc(S(=O)(=O)c2ccccc2)c(=O)c2cc(Cl)ccc21 | -1 | -11 | -3 | -3 | 5 | -0.7 | -2 | -2 | 10
CCc1c(C)nc2nc(NC(C)=O)[nH]n2c1=O | 2 | -1 | -4 | -1 | 6 | -0.8 | -2 | 5 | 1
Cc1ccc(S(=O)(=O)N2CCN(CC(=O)Nc3ccccc3C(=O)NC3CC3)CC2)cc1 | 0 | 14 | 0 | -8 | -5 | -0.9 | 4 | -1 | 20
O=C(c1ccco1)N1N=C(c2ccccc2)CC1c1ccc2nccnc2c1 (stereo not drawn) | 2 | 20 | 5 | -2 | -12 | 2.2 | 25 | 31 | -2
Cc1cc(NC(=O)CCC(=O)N(CCC(C)C)C(C(=O)NCC2CCCO2)c2ccccc2C)no1 (stereo not drawn) | -3 | -9 | -3 | 0 | 9 | -2.5 | 15 | 0 | -12
Cc1cccc(CN2C(=O)N/C(=C/c3ccc(C)s3)C2=O)c1 | 0 | 0 | -2 | -1 | 4 | -0.1 | 6 | -1 | -3
CC1CCCCN1CCNC(=O)c1ccc2c(c1)N(Cc1cccc(Cl)c1)C(=O)c1ccccc1S2=O (stereo not drawn) | -1 | -10 | -7 | -8 | 12 | -0.7 | -2 | -24 | 3
COc1ccc(C(=O)NCCNc2ncc(C(F)(F)F)cc2Cl)cc1[N+](=O)[O-] | -4 | 19 | 4 | 0 | -29 | -0.6 | 5 | 24 | 15
COC(=O)c1cc(OC)c(OC)cc1NCC(=O)Nc1cccc(C(F)(F)F)c1 | -8 | 19 | -3 | 3 | 16 | 11 | 4 | 0 | 14
O=C(CCSc1ccccc1)Nc1nc2c(s1)COc1ccccc1-2 | 3 | 17 | -5 | -3 | -15 | 24 | 3 | 22 | 7
Cc1ccc(-c2nnn(C(C)C(=O)N3c4ccccc4CCc4ccccc43)n2)cc1 (stereo not drawn) | 0 | 28 | -4 | -4 | 9 | 0.4 | -12 | 16 | 24
CC(C)(C)OC(=O)N1CCNc2ccccc2C1 | -4 | 1 | -1 | -1 | 6 | -1.5 | -12 | -4 | 7
Cn1c(CNC(=O)c2ccccc2)nnc1SCC(=O)N1CCN(c2ccccc2)CC1 | 1 | 9 | -1 | -1 | -9 | -1.4 | -3 | -2 | 8
O=C(COC(=O)c1cc(Cl)ccc1O)NCCNC(=O)COC(=O)c1cc(Cl)ccc1O | 0 | -29 | 1 | -2 | 12 | 1.4 | -6 | -14 | 11
CCCc1nnc(NC(=O)CCC(=O)Nc2ccc(Br)cc2)s1 | 1 | 8 | -3 | -3 | 10 | -0.9 | -6 | 2 | 7
O=C(CC(NCc1ccccn1)C(=O)O)Nc1ccccc1Cl (stereo not drawn) | 1 | -2 | 0 | -3 | 9 | -1.3 | -2 | -1 | 15
O=C(CNCC1CCCO1)Nc1ccccc1N1CCOCC1 (stereo not drawn) | 0 | 4 | 0 | -4 | -2 | 0.0 | 7 | -12 | -3
CC(Oc1ccc(Br)cc1)C(=O)N1CCc2ccccc21 (stereo not drawn) | -5 | 20 | -4 | -1 | -8 | 0.1 | 27 | 16 | 35
Cc1nn(-c2ccccc2)c(Cl)c1/C=C/C(=O)c1ccccc1 | -5 | 41* | -5 | 1 | 14 | 0.7 | 46* | -4 | 2
Cc1ccc2c(c1)NC(=O)C(CC(=O)NCCCN1CCN(c3cc(Cl)ccc3C)CC1)O2 (stereo not drawn) | 0 | 2 | -6 | 0 | 6 | 1.1 | -14 | 4 | 11
CC(NC(=O)c1ccccc1)C(=O)NC1CCCc2ccccc21 (stereo not drawn) | 0 | -1 | 2 | 3 | 8 | -0.2 | -6 | -2 | 19
CNC(=O)C1CC(=O)N(c2ccc(C)cc2)C1 (stereo not drawn) | 1 | 4 | 0 | -3 | -1 | -1.4 | -17 | 12 | 10

Single records, as listed above. Order of screens: NR3A LBD binder | tim10-1 inh | beta cell repl | APJ agonist | APJ antagonist | MPTP inh | TIM10 inh | tim23-1 inh | NALP3 yeast inh
Results for O=C(CC(NCc1ccccn1)C(=O)O)Nc1ccccc1Cl (stereo not drawn) → 1 | -2 | 0 | -3 | 9 | -1.3 | -2 | -1 | 15
Results for Cc1ccc2c(c1)NC(=O)C(CC(=O)NCCCN1CCN(c3cc(Cl)ccc3C)CC1)O2 (stereo not drawn) → 0 | 2 | -6 | 0 | 6 | 1.1 | -14 | 4 | 11

Next compounds:
SMILES | NR3A LBD binder | tim10-1 inh | beta cell repl | APJ agonist | APJ antagonist | MPTP inh | TIM10 inh | tim23-1 inh | NALP3 yeast inh
COc1cc(/C=C2\C(=N)N3N=CSC3=NC2=O)ccc1OS(=O)(=O)c1ccccc1 | -4 | -3 | -5 | -4 | 7 | 0.2 | 4 | 5 | 8
CN(CC(=O)N1CCN(c2cccc(Cl)c2)CC1)S(=O)(=O)c1cnc[nH]1 | -1 | 4 | 0 | -3 | -13 | -6.4 | -1 | 2 | -8
COc1ccccc1NC(=O)C1C2CCCCC21 (stereo not drawn) | -1 | 11 | -1 | -4 | -9 | 0.6 | 20 | 8 | -6
CC1(C)NC(=O)N(c2ccccc2Cl)C1(C)NO (stereo not drawn) | 0 | 7 | -1 | -3 | -1 | 0.2 | 13 | 5 | -15

Results in beta cell repl, NR3A LBD binder and APJ antagonist (4 entries from above):
Structure	beta cell repl	NR3A LBD binder	APJ antagonist
COc1cc(/C=C2\C(=N)N3N=CSC3=NC2=O)ccc1OS(=O)(=O)c1ccccc1	-5	-4	7
CN(CC(=O)N1CCN(c2cccc(Cl)c2)CC1)S(=O)(=O)c1cnc[nH]1	0	-1	-13
COc1ccccc1NC(=O)C1C2CCCCC21 (stereo not drawn)	-1	-1	-9
CC1(C)NC(=O)N(c2ccccc2Cl)C1(C)NO (stereo not drawn)	-1	0	-1
